rTrxR1 inhibitor – inhibitors of rat thioredoxin reductase 1; Potency, µM (doses to about 114 µM), for the others: at the highest dose activity change, negative = inhibition, hits mostly inhibitors; 390,000 compounds, 1% hits; O89049; AID 588453; recombinant rTrxR1, NADPH fluorescence consumption, selenite substrate; further: potency means the concentration at half of the fitted maximal effect; on the % scale 0 is the no-effect control and ±100 the full control effect; nearly all actives have a fitted effect of over 65% in size
Target sequence (O89049 whole entry, looked up): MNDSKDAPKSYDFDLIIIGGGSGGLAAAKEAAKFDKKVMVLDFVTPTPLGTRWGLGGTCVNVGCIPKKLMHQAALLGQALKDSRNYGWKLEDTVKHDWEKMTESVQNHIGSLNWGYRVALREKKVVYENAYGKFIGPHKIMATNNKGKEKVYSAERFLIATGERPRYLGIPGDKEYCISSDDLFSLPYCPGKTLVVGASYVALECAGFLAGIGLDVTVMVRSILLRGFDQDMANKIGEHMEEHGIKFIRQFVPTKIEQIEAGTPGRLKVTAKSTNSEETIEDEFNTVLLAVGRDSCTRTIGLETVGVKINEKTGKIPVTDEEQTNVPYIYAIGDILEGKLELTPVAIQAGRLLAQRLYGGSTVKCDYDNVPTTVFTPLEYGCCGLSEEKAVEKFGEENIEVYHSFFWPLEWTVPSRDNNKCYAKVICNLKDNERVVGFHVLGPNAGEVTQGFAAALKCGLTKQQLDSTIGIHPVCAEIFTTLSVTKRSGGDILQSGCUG
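Rat TrxR1 (90 nM in the dispensed reagent) was pre-reduced with 400 uM NADPH for 5 min at room temperature, then incubated with compound for 15 min. After 400 uM selenite was added, NADPH fluorescence (Ex 340/Em 450 nm) was followed for 8 min.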
Pin1 inhibitor – blocks the human prolyl isomerase Pin1 | 390,000 compounds, 0.009% hits | Potency, µM (top dose mostly 115 µM), for inactives: at the top dose activity, negative = inhibition, hits mostly inhibitors | Pin1 FP peptide displacement, HiFluor488, 10 min | Q13526 | AID 504891; active means well fitted inhibition curve with a large enough effect in the polarisation, with a control signal flat, not every such curve was filed as active; inconclusive means small, poorly fitted or top-dose-only effect, or effect the other way, or a change in a side signal; inactive means no such curve, though single readings can be large or run the other way; the % refers to the polarisation; further: potency means the concentration at half of the fitted maximal effect; on the % scale 0 is the no-effect control and ±100 the full control effect
Target sequence (Q13526 whole entry, looked up): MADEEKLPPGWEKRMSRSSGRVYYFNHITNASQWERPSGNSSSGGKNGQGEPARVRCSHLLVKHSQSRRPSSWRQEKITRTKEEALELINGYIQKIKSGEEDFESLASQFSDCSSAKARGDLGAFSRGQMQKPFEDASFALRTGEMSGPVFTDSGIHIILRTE
GLS inhibitor – blocks human kidney-isoform glutaminase activity; O94925; GLS enzymatic activity, qHTS titration; Potency, µM (series often up to 45.5 µM), without a hit: at the highest dose activity change, negative = inhibition, hits mostly inhibitors; 410,000 compounds, 0.21% hits; AID 624170; further: potency means the concentration at half of the fitted maximal effect; on the % scale 0 is the no-effect control and ±100 the full control effect
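Human kidney-isoform GLS in 45 mM KH2PO4 pH 8.2, 0.02% Tween-20, with compound, started with 1mM L-Glutamine (added stock). Glutamate oxidase/HRP/Amplex red coupled fluorescence read at start and after 30 min at RT.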
HP1b binding inh – inhibitors of HP1-beta chromodomain binding to methylated histone tails | P83916 | Potency, µM (doses to about 114 µM), without a hit: at the highest dose activity change, negative = inhibition, usual class: inhibitors | AlphaScreen HP1-beta / biotin-H3K9me3 peptide binding | 390,000 compounds, 0.56% hits; further: potency means the concentration at half of the fitted maximal effect; nearly all actives have a fitted effect of over 70% in size; inactives centre near 23
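Compound inhibition of the preformed complex between 50 nM HP1-beta and 50 nM biotinylated H3K9me3 peptide was read by AlphaScreen. Buffer was PBS pH 7.4 with 0.01% Tween-20. Incubations ran 30 min at room temperature, with 10 ug/mL donor/acceptor beads.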
PI4K2A block – inhibitors of human PI4K2A; Q9BTU6; purified PI4K2A, ADP-Glo luminescence, 1 h; active compounds read low; activity change, negative = inhibition, % at 76.9 µM; 420,000 compounds, 0.13% hits; AID 1346378; in the data active means activity change below about -50%; inconclusive means mostly about -30% to -49%;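 further: -100% = wells without enzyme as full effect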
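Compounds are screened against recombinant PI4K2A using PI as substrate and ATP, the latter dispensed at 300 microM. Reactions run one hour at ambient temperature before ADP-Glo detection; full inhibition defined by wells lacking enzyme.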
Tb PGK inh – T. brucei PGK inhibition. P07378. PGK/GAPDH coupled, Kinase-Glo luminescence, 60 min. Potency, µM (highest dose often 57.5 µM), inactives show at the top dose activity change, negative = inhibition, hits mostly inhibitors. 380,000 compounds, 0.043% hits; further: potency means the concentration at half of the fitted maximal effect; on the % scale 0 is the no-effect control and ±100 the full control effect; nearly all actives have a fitted effect of over 60% in size
Target sequence (P07378 whole entry, looked up): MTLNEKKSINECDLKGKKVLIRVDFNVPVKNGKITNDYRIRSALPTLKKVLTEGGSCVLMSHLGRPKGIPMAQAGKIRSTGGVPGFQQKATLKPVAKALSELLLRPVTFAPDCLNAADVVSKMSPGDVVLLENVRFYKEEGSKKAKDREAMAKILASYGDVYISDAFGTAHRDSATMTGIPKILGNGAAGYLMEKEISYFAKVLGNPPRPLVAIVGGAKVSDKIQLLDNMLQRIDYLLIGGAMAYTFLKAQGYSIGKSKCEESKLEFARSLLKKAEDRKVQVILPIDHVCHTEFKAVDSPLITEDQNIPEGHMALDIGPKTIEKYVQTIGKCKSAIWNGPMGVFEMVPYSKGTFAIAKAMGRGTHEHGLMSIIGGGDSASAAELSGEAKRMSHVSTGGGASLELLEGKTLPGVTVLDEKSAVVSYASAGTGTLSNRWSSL
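Luminescent ATP detection (Kinase-Glo Plus) follows a 60-minute room-temperature incubation, with wells lacking PGK as controls. Buffer: 100 mM TEA (pH 7.6), 5 mM MgCl2, 0.01% Tween-20. Coupling enzyme GAPDH (100 nM final) supplies unstable 1,3-BPG in-well.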
IDH1 R132H inh – human IDH1 R132H inhibition. O75874. IDH1-R132H enzyme, NADPH consumption, diaphorase/resazurin fluorescence. Potency, µM (top dose mostly 76.6 µM), without a hit: at the top dose activity change, negative = inhibition, actives largely listed as inhibitors. 390,000 compounds, 0.093% hits; further: potency means the concentration at half of the fitted maximal effect; on the % scale 0 is the no-effect control and ±100 the full control effect; nearly all actives have a fitted effect of over 65% in size
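IDH1-R132H (0.5 ug/mL) preincubated 30 min with compound, then NADPH (0.016 mM) and alpha-KG (2 mM) added; 80 min at RT, pH 7.5. Remaining NADPH coupled via diaphorase/resazurin to fluorescence (540/590 nm); concentration-response curves normalized to no-enzyme control.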
TrxR1 substrate – is turned over as a substrate by rat TrxR1; O89049; 390,000 compounds, 0.01% hits; purified TrxR1 substrate turnover, NADPH consumption readout; Potency, µM (titrated, usually from 114 µM), without a hit: at the top dose activity change, negative = substrate turnover; AID 588456; further: potency means the concentration at half of the fitted maximal effect; on the % scale 0 is the no-effect control and ±100 the full control effect; nearly all actives have a fitted effect of over 50% in size
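Rat TrxR1, dispensed at 90 nM, was prereduced with 400 uM NADPH (final) for 5 min at ~22 deg C, then incubated with compound 15 min before 400 uM selenite. A first-read NADPH fluorescence drop versus no-compound background flagged substrates.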
USP1-UAF1 inh – USP1/UAF1 (human) deubiquitinase inhibition; O94782; recombinant USP1/UAF1, Ub-Rhodamine cleavage fluorescence; Potency, µM (doses to about 57.1 µM), for the others: at the highest dose activity change, negative = inhibition, usual class: inhibitors; 390,000 compounds, 0.23% hits; AID 743255; further: potency means the concentration at half of the fitted maximal effect; on the % scale 0 is the no-effect control and ±100 the full control effect; nearly all actives have a fitted effect of over 60% in size; inactives centre near -12
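In this screen, compounds sit with the deubiquitinase complex (1nM) for 15 min at room temperature before Ub-Rho is added at 150nM final. Fluorescence rise is then followed for 6 reads every 60 seconds.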
An asterisk follows results filed as active; i = inactive; ? = inconclusive; · = no result given; & = joins results of further samples; [ ] = dose if it differs, or a comment. Unless noted, the call rests on the fitted dose curve; in most records, active means well fitted curve in the direction sought with a large enough effect; inconclusive means small, poorly fitted or top-dose-only effect, or another doubt; inactive means no such curve, though single readings can be large; an effect the other way counts as inactive or inconclusive. Not all compounds are listed; count on the stated rates, not on these rows.

SMILES	rTrxR1 inhibitor	Pin1 inhibitor	GLS inhibitor	HP1b binding inh	PI4K2A block	Tb PGK inh	IDH1 R132H inh	TrxR1 substrate	USP1-UAF1 inh
COc1ccc(/C(O)=C/c2nc3ccccc3n(-c3ccccc3)c2=O)cc1	7%	?	0%	100%[activator]	3	0%	8%	1%	?
CCN1CCN(C(c2cccc(F)c2)c2c(O)cc(C)n(Cc3ccco3)c2=O)CC1 (centres undefined)	?	20%	3%	18%[57 µM]	0	8%	-10%	-1%[57.1 µM]	?
O=C(Cn1cnc2c(nnn2Cc2ccc(Cl)cc2)c1=O)N1CCN(c2ccccc2)CC1	33%	15%	8%	13%	-5	i	-5%	9%[57.1 µM]	-26%
CN(CC(=O)Nc1cccc(F)c1)C(=O)c1ccc2c(c1)CC(c1ccccc1)OC2=O (centres undefined)	12%	3%	1%	-2%	-2	4%	-4%	-5%	-7%
CCOc1ccc(-c2ccc(NS(=O)(=O)c3cc(C)ccc3OC)cc2)nn1	7%[57.1 µM]	-2%	-1%	21%[57 µM]	-4	i	0%	-2%[57.1 µM]	-15%
Nc1nc(Nc2ccc(Cl)cc2)n[nH]1	22%[57.1 µM]	1%	20%	34%	3	-6%	9%	-1%[57.1 µM]	-22%
Oc1ccc(Br)cc1/C=N/n1cnc2ccccc21	2%	11%	-6%	32%	-2	-8%	0%	-8%	-2%
CCNC(=O)Cc1ccc(Br)cc1	14%[57.1 µM]	-6%	8%	34%	-4	i	5%	10%[57.1 µM]	-22%
O=C(c1cccs1)N1C[C@H](O)[C@@H](n2cc(C3CC3)nn2)C[C@@H]1c1ccccc1	·	·	6%	·	-2	3%	-2%	·	5%
COc1cccc2c1ncc1c(-c3ccc(C)cc3)nn(-c3cccc([N+](=O)[O-])c3)c12	4%[57.1 µM]	1%	1%	56%[activator]	2	13%	15%	-1%[57.1 µM]	9%
O=C(N/N=C\c1ccc(Cl)s1)c1cccs1	-3%	-2%	-9%	29%	-10	-4%	-1%	-3%	-14%
COc1ccc(CNC(=O)C(c2ccncc2)N(C(=O)Cc2cccs2)c2cccc(C)c2)cc1 (centres undefined)	9%	2%	15%	22%	1	-6%	2%	-8%	-17%
CC(C)(C)OC(=O)N1CCC(c2c(C(=O)NCC3CCN(C4CCCC4)C3)cnn2-c2ccc(F)cc2)CC1 (centres undefined)	22%	0%	-2%	23%	-4	1%	-1%	2%	-16%
COc1ccc(NC(=O)C2CCCN(c3ncccn3)C2)cc1 (centres undefined)	13%	1%	-4%	23%	1	-10%	-1%	2%	-4%
Cc1nc(-c2ccc(S(=O)(=O)Nc3cc(Cl)ccc3C)cc2)co1	13%[57.1 µM]	7%	1%	30%[57 µM]	-1	-2%	-7%	2%[57.1 µM]	?
Cc1ccc(S(=O)c2ccc(C)cc2)cc1	-7%	-4%	-4%	35%	5	3%	6%	-5%	-18%
CCCN(CC(=O)Nc1ccccc1C)C(=O)c1ccc2ccccc2n1	12%	-1%	0%	38%	-5	0%	12%	1%	-10%
Cc1ccc(S(=O)(=O)Cn2nnnc2C(C(C)C)N2CCN(Cc3ccco3)CC2)cc1 (centres undefined)	-18%	8%	2%	24%	6	i	0%	-10%	-14%
Cc1cc(Cl)ccc1N(CC(=O)N(C)Cc1ccccc1)S(C)(=O)=O	·	·	1%	·	-3	-9%	-2%	·	-25%
NC(=O)c1cc(NC(=O)CCNS(=O)(=O)c2cccc(C(F)(F)F)c2)cc(C(N)=O)c1	-1%[57.1 µM]	5%	8%	32%	-2	-12%	0%	5%[57.1 µM]	-12%

Two compounds from above, limited to USP1-UAF1 inh and Pin1 inhibitor:
| mol | USP1-UAF1 inh | Pin1 inhibitor |
| --- | --- | --- |
| CCOc1ccc(-c2ccc(NS(=O)(=O)c3cc(C)ccc3OC)cc2)nn1 | -15% | -2% |
| Cc1nc(-c2ccc(S(=O)(=O)Nc3cc(Cl)ccc3C)cc2)co1 | ? | 7% |

Carrying on:
SMILES	rTrxR1 inhibitor	Pin1 inhibitor	GLS inhibitor	HP1b binding inh	PI4K2A block	Tb PGK inh	IDH1 R132H inh	TrxR1 substrate	USP1-UAF1 inh
COc1ccc(S(=O)(=O)N2CCSC2)cc1C	16%[57.1 µM]	-2%	0%	23%	-1	i	0%	-4%[57.1 µM]	-19%
O=C(Nc1ccccc1)c1ccc(=O)n(Cc2ccc(F)c(F)c2)c1	-8%	-7%	0%	-12%	0	i	-1%	-12%	-10%
COc1cc(OC)cc(C(=O)Nc2ccc(-n3cnnn3)c(C)c2)c1	20%	21%	7%	33%	-10	-7%	14%	8%	-13%
Cc1c(/C=N/NC(=O)c2cccs2)c2ccccc2n1Cc1ccccc1Cl	-3%	-4%	-5%	24%	1	-5%	5%	18%	-26%
COc1ccc(Cn2ccnc2SCC(=O)NC2CCCCC2)cc1	4%	0%	8%	12%	-2	-1%	3%	-4%	-3%
CC(C)(C)CC(C)(C)c1ccc(O)c(Cc2ccc(Cl)cc2Cl)c1	53%[activator]	-7%	3%&4%	50%[activator]	2&0	-1%	-1%	11%	-27%
Cc1ccc(S(=O)(=O)CCC(=O)OCC(=O)N(C)C2CCS(=O)(=O)C2)cc1 (centres undefined)	3%	-16%	6%	3%	-4	7%	-10%	0%	-4%
C=CCn1c(=O)c2c(C)c(C)sc2n2c(Nc3ccccc3)nnc12	15%[57.1 µM]	0%	-7%	21%	7	-8%	2%	6%[57.1 µM]	-17%
CCCOCCOC(=O)c1[nH]c2c(c1C)C(=O)CC(c1cc(OC)ccc1OC)C2 (centres undefined)	16%	2%	-1%	33%	-5	-3%	-8%	7%[57.1 µM]	-4%
CCOc1ccc(-c2nnn(CC(=O)NCc3ccc(C)cc3)n2)cc1	8%[11.4 µM]	-1%	7%	8%	-1	9%	12%	9%[57.1 µM]	-4%
O=c1ccc2cc(S(=O)(=O)N3CCOCC3)ccc2o1	22%[57.1 µM]	2%	11%	12%	4	-4%	0%	7%[57.1 µM]	8%
COc1ccccc1CNc1ccc(Br)cn1	-2%	5%	10%	50%[activator]	1	7%	-2%	-6%	-8%
O=C(CSc1nc2ncc(Cl)cc2[nH]1)N(Cc1ccccc1)C1CCS(=O)(=O)C1 (centres undefined)	17%	-10%	-8%	50%[activator]	-2	i	3%	5%	-22%
CCOCCCNC(=O)c1cc(Cl)c(NC(=O)C2=C(C)OCCS2)cc1OC	-3%	4%	4%	15%	5	3%	5%	-5%	-22%
Cc1ccccc1NS(=O)(=O)c1ccc(C(=O)NCC2CCCO2)cc1 (centres undefined)	5%	1%	5%	10%	-3	0%	1%	0%	-13%
COC(=O)CC(CC(=O)OC)n1cccc1	-8%[11.4 µM]	·	7%	-11%	3	3%	-1%	12%[57.1 µM]	-7%
COc1cccc(C2CC(c3ccc(Cl)cc3)Nc3nc(N)nn32)c1 (centres undefined)	9%[57.1 µM]	-1%	19%	16%	1	i	-1%	2%[57.1 µM]	-10%
CC(=O)c1ccc(N2C(=O)N(CC(=O)c3ccc(F)cc3)c3ccccc3S2(=O)=O)cc1	7%[57.1 µM]	2%	-7%	28%	1	-1%	19%	-6%[57.1 µM]	-8%
CC(=O)NC1C(Oc2ccc3c(C)cc(=O)oc3c2)OC(COC(C)=O)C(OC(C)=O)C1OC(C)=O (centres undefined)	15%[57.1 µM]	3%	-1%	14%	4	-2%	9%	8%[57.1 µM]	-20%
CCCCn1c(N)c(N(CCOC)C(=O)CCCc2nc3ccccc3s2)c(=O)[nH]c1=O	22%	3%	6%	21%	-7	-4%	-2%	2%	3%
Cc1ccc(NC(=O)COC(=O)c2cccnc2Cl)cc1S(=O)(=O)N1CCCCC1	15%[57.1 µM]	4%	-14%	5%	1	0%	-1%	-2%[57.1 µM]	-19%
O=C(COC(=O)c1ccc(S(=O)(=O)N2CCCC2)cc1)NCc1ccco1	-8%	3%	67%[activator]	-23%	-2	-1%	11%	-2%	-12%
CCc1ccc(-c2nc3cc(NC(=O)c4ccc(F)cc4)ccc3o2)cc1	7%	5%	-3%	41%[activator]	2	-6%	0%	4%	-2%
O=C(NNC(=S)Nc1ccc(F)cc1)C1CC1c1ccc(Cl)cc1 (centres undefined)	-10%	-8%	22%	-14%	3	9%	-3%	8%[57.1 µM]	-5%
O=C(COc1ccc(Br)cc1Cl)N1CCN(c2ccccn2)CC1	19%	3%	-6%	33%	1	-4%	4%	7%	-23%
O=C(CSc1n[nH]c(-c2cccnc2)n1)Nc1ccc(Br)cc1	-33%	-10%	9%	13%	-3	1%	-3%	-14%	-13%
Cc1c(C(=O)N2CCCC2)oc2c1-c1nn(CC(=O)NC(C)c3ccccc3)cc1CC2 (centres undefined)	-2%	-1%	0%	14%	4	i	0%	-1%	?
O=C(CSc1nc2ccc(Cl)cc2[nH]1)NC1CCCC1	28%	1%	-7%	20%	1	-1%	11%	5%	-11%
Cc1cc(C)c(C#N)c(SCCN2CCCCC2)n1	11%	3%	0%	23%	0	0%	8%	1%	-17%
O=C(CCCN1C(=O)CCC1=O)Nc1cccc(C(F)(F)F)c1	14%[57.1 µM]	-11%	0%	30%	-1	-9%	2%	7%[57.1 µM]	-6%

Compound activity deposited in PubChem BioAssay by National Center for Advancing Translational Sciences (NCATS).
